RNase H inhibition = RNase H inhibition, HIV 1 Gag Pol polyprotein, FRET biochemical assay, screening (AID 372) | 100,000 compounds, 0.77% hits | HIV-1 RT RNase H, FRET RNA/DNA substrate fluorescence; higher % means a stronger effect | one-dose inhibition, % at 10 µM; IC50 in µM for titrated hits; in the data active = inhibition above about 50%
An asterisk follows results filed as active; & = joins results of further samples. The list is partial; the hit share may differ from the screen's.

SMILES	RNase H inhibition
O=C1NC(=O)/C(=C/c2ccccc2OCc2ccc(Cl)cc2)S1	13.0%
O=C(/C=C/c1cccc([N+](=O)[O-])c1)c1ccc2c(c1)OCCO2	12.0%
CC(C)N(Cc1c(O)ccc2c(=O)c(-c3ccc(Cl)cc3)coc12)C(C)C	0.0%
CC1CCc2c(sc(NC(=O)C(C)N3C(=O)c4ccccc4C3=O)c2C(N)=O)C1 (stereo not drawn)	6.0%
Cc1ccc(N(CC(=O)N(Cc2ccccc2)Cc2ccccc2)S(C)(=O)=O)cc1Cl	19.0%
CCOc1cccc(NC(=O)/C(C#N)=C/c2ccc(-c3ccc([N+](=O)[O-])cc3)o2)c1	0.0%
O=C(c1ccc2c(c1)OCCO2)N1CCN(c2ccc([N+](=O)[O-])cc2)CC1	10.0%
COc1ccc(CCCN)cc1OC	19.0%&3.0%
Cc1cc(I)ccc1NS(=O)(=O)c1ccc(F)cc1	9.0%
CCOC(=O)N1CCN(C(=S)Nc2ccccc2)CC1	0.0%
CCOC(=O)N1CCN(C(=O)C2CCN(Cc3cccc(OC)c3O)CC2)CC1	4.0%
Cc1nn(Cc2ccccc2)c2c1C(c1cccnc1)C(C#N)=C(N)O2 (stereo not drawn)	7.0%
COc1ccc([N+](=O)[O-])cc1-c1ccc(/C=C(\C#N)C(N)=O)o1	0.0%
Cc1ccc(NC(=O)/C(C#N)=C2\NC(C)(C)Cc3ccccc32)c(C)c1	0.0%
CN1CCN(NC(=O)c2sc3ccccc3c2Cl)CC1	9.0%
Cc1ccc(NC(=O)CSc2nccn2C)cc1C	0.0%
O=C(Nc1ccc(Cl)c(Cl)c1)c1cc([N+](=O)[O-])ccc1Cl	10.0%
Cc1cccc(NC(=O)C(CC(C)C)N2C(=O)C3C4c5ccccc5C(c5ccccc54)C3C2=O)c1 (stereo not drawn)	5.0%
CCCOC(=O)C1=C(C)NC(=O)NC1c1cc2c(cc1Br)OCO2 (stereo not drawn)	4.0%
Cc1ccnc(N2C(=O)C3C4c5ccccc5C(c5ccccc54)C3C2=O)c1 (stereo not drawn)	7.0%
O=C1NC(=O)N(c2ccccc2F)C(=O)/C1=C\c1ccc(OCc2ccc([N+](=O)[O-])cc2)cc1	26.0%
COc1cc(/C=C(/C#N)c2nc3ccccc3[nH]2)c([N+](=O)[O-])cc1OCCC(C)C	0.0%
O=C(/C=C/Nc1cccc2cccnc12)c1ccccc1	6.0%
Cn1nnnc1SCc1ccc(F)cc1	6.0%
Oc1ccc2ccccc2c1CN=Cc1cccnc1	6.0%
Cc1ccc(C)c(N2C(=O)C3C(C2=O)C2(C)C(=O)C3(C)C(c3ccccc3)=C2c2ccccc2)c1 (stereo not drawn)	9.0%
Cc1ccc(/C=C/C(=O)NC(=S)Nc2ccc(S(=O)(=O)N=C(N)N)cc2)cc1	63.0%*
Cc1ccc(N2C(=O)C(Cl)=C(N3CCOCC3)C2=O)c(C)c1	0.0%
CCOC(=O)c1cccc(N2C(=O)c3ccccc3C2=O)c1	12.0%
Cc1ccc(S(=O)(=O)Nc2cc(C)c(O)c(C)c2)cc1	0.0%

2 of these compounds in a different format.
> Cc1ccc(C)c(N2C(=O)C3C(C2=O)C2(C)C(=O)C3(C)C(c3ccccc3)=C2c2ccccc2)c1 (stereo not drawn)
  RNase H inhibition = 9.0%

> Cc1ccc(/C=C/C(=O)NC(=S)Nc2ccc(S(=O)(=O)N=C(N)N)cc2)cc1
  RNase H inhibition = 63.0%*

Later entries:
SMILES	RNase H inhibition
O=C(Cc1ccccc1)Nc1cccc(NC(=O)c2cccc(Cl)c2)c1	1.0%
Cc1ccc(-c2ccc(/C=C(\C#N)C(N)=O)o2)cc1[N+](=O)[O-]	0.0%
O=C(/C=C/c1ccccc1)NC(=S)Nc1ccc(N2CCCC2)cc1	35.0%
O=C(COC(=O)CN1C(=O)C(=O)c2ccccc21)Nc1ccc([N+](=O)[O-])cc1	19.0%
CC(O)c1cccc(NC(=O)c2cc3n(n2)C(C(F)(F)F)CC(c2ccc(F)cc2)N3)c1 (stereo not drawn)	10.0%
CNC(=O)CCC(=O)Nc1cc(Cl)ccc1C	0.0%
COc1ccc2c(=O)c(-c3ccccc3Cl)coc2c1	4.0%
O=C1/C(=C/c2cccs2)SC(=S)N1c1ccc(F)cc1	9.0%
CC1=C(C(=O)OCCc2ccccc2)C(c2ccc(Cl)c(Cl)c2)C2=C(CC(c3ccc(Cl)cc3)CC2=O)N1 (stereo not drawn)	13.0%
CN(C)CCOC(=O)CCc1cc(C(C)(C)C)c(O)c(C(C)(C)C)c1	22.0%
O=C(Nc1cccc(C(=O)O)c1)/C(=C\c1cccc([N+](=O)[O-])c1)NC(=O)c1ccc(Br)o1	10.0%
O=C(NCCCNc1ccc([N+](=O)[O-])cc1Cl)c1ccc(F)cc1	2.0%
COC(=O)c1ccc(-c2ccc(/C=C3\SC(=O)N(C)C3=O)o2)cc1	14.0%
O=C(Nc1ccc(F)c([N+](=O)[O-])c1)C(c1ccccc1)c1ccccc1	21.0%
CCCC(=O)NC(c1ccccc1Cl)c1c(O)ccc2ccccc12 (stereo not drawn)	14.0%
CSC(=O)NC1(Cc2ccc(O)cc2)CCCCC1	8.0%
CCOc1ccc(C(O)c2nccn2C)cc1 (stereo not drawn)	4.0%
O=C1S/C(=C/c2ccc(F)cc2)C(=O)N1CNc1ccc(I)cc1	4.0%
Brc1ccc(C=Nc2ccc(-n3cnc4cc(N=Cc5ccc(Br)cc5)ccc43)cc2)cc1	13.0%
CCOC(=O)c1c(C)oc2ccc(OCc3ccc(F)cc3)cc12	0.0%
CCOC(=O)C(CCCCOc1cc(C)cc(C)c1)C(=O)OCC	13.0%
COc1cc(C2C(C(=O)OC(C)C)=C(C)NC3=C2C(=O)CCC3)cc(Cl)c1O (stereo not drawn)	8.0%
CCOc1nc(-c2ccccc2)c2cc(C)ccc2n1	14.0%
Cc1ccc(Cl)cc1NC(=O)c1c(-c2ccccc2)noc1C	6.0%
CC1CCc2c(sc(NC(=O)C3CC=CCC3C(=O)O)c2C(N)=O)C1 (stereo not drawn)	21.0%
CC1CC(Nc2ccccc2)c2ccccc2N1C(=O)c1ccccc1[N+](=O)[O-] (stereo not drawn)	24.0%
CCN(CC)c1ccc(/C=N/NS(=O)(=O)c2ccccc2)cc1	16.0%
Cc1ccc(S(=O)(=O)/N=C/c2c(O)ccc3ccccc23)cc1	37.0%
Cc1ccc(N=Cc2ccc(OCc3ccccc3)cc2)cc1Br	10.0%
Cc1nc(-c2c[nH]c3ccccc23)c(C)s1	13.0%
NS(=O)(=O)c1ccc(NC(=O)c2ccc([N+](=O)[O-])cc2)cc1	18.0%
COc1ccc(N2CCN(/C(=N\O)c3nonc3N)CC2)c([N+](=O)[O-])c1	6.0%
COCCCNC(=O)CN(c1ccccc1OC)S(=O)(=O)c1ccccc1	0.0%
O=S(=O)(c1cccc(Cl)c1Cl)N1CCOCC1	7.0%
Cn1nc(-c2ccc(NC(=O)c3ccccc3)cc2)cc1NC(=O)c1ccccc1	3.0%
CCOc1cc(/C=N\N2CCN(c3ccc(Cl)cc3)CC2)ccc1O	5.0%
CCOc1ccc(/C=N/Nc2nc(N3CCCCC3)nc(N3CCCCC3)n2)cc1OC	17.0%
CCCOC(=O)c1ccc(NC(=O)CCC(=O)OC)cc1	6.0%
COc1cc(/C=C2\SC(c3ccccc3)=NC2=O)cc([N+](=O)[O-])c1O	38.0%
Oc1ccccc1C(=S)N1CCN(C(=S)c2ccccc2O)CC1	7.0%
Cc1nc2cc(Nc3nnc(-c4ccc(Cl)cc4)c4ccccc34)ccc2n1C	16.0%
COc1cccc(OCCOc2c(Cl)cc(Cl)cc2/C=C2\SC(=S)NC2=O)c1	42.0%
Cc1nn(-c2ccccc2)c(C)c1/C=N/NC(=O)c1cc(-c2ccc(Cl)cc2)n[nH]1	14.0%
CCOc1ccc(OCCOCCOc2ccccc2Cl)cc1	8.0%
O=C(Cc1cccc2ccccc12)Nc1cc(Cl)ccc1Cl	1.0%

A few values from above:
COc1cc(C2C(C(=O)OC(C)C)=C(C)NC3=C2C(=O)CCC3)cc(Cl)c1O (stereo not drawn) in RNase H inhibition is entered as 8.0%
CCOc1nc(-c2ccccc2)c2cc(C)ccc2n1 in RNase H inhibition is entered as 14.0%

Remaining list, next part
SMILES	RNase H inhibition
O=C1C(=O)N(c2ccccc2)C(c2ccc(F)cc2)/C1=C(/O)c1ccccc1 (stereo not drawn)	0.0%
O=C(Nc1ccc2oc(-c3ccc(Cl)cc3Cl)nc2c1)c1ccc([N+](=O)[O-])cc1Cl	33.0%
CCOC(=O)c1c(NC(=O)c2cc(OCC)c(OCC)c(OCC)c2)sc(C)c1C	12.0%
COc1ccc(C(=O)NC(=S)Nc2cc(-c3nc4cc(C)c(C)cc4o3)ccc2C)cc1Cl	28.0%
Cc1ccc(N2CC(C(=O)N/N=C/c3ccc4c(c3)OCO4)CC2=O)cc1 (stereo not drawn)	9.0%
CC(C)NC(=O)CN(c1cccc(Cl)c1)S(C)(=O)=O	7.0%
OC1CCN(Cc2cccc(Br)c2)CC1	1.0%
CN(C(=O)c1ccc(Cl)cc1)c1ccccc1	0.0%
CC1(C)CC(=O)CC(=Nc2ccc3[nH]c(=O)[nH]c3c2)C1	1.0%
COc1ccc(C(=O)Nc2ccccc2)cc1NC(=O)C(F)(F)F	13.0%
O=c1[nH]c2ccccc2c(O)c1C1=NS(=O)(=O)c2ccccc2N1	6.0%
Cc1cc(OCC(=O)Nc2cc(Cl)cc(Cl)c2)ccc1Br	11.0%
O=C1c2ccccc2NC(c2ccc(O)cc2)N1Cc1ccco1 (stereo not drawn)	10.0%
CCOC(=O)c1ccc(NC(=O)CN2C(=O)CCC2=O)cc1	0.0%
C/C(=N\Nc1cc(C)nc(-c2ccccc2)n1)c1ccc(Br)cc1	2.0%
CCOC(=O)C1=C(C)N=c2s/c(=C\c3cccc(OCc4ccc([N+](=O)[O-])cc4)c3)c(=O)n2C1c1ccc(C)cc1 (stereo not drawn)	22.0%
Fc1ccc(Nc2nc(N/N=C/c3cccc4ccccc34)nc(N3CCCCC3)n2)cc1	14.0%
Cc1ccc(C)n1-c1cccc(NC(=O)c2ccccc2)c1	0.0%
COc1cc(/C=N\NC(=O)Nc2ccccc2)ccc1Oc1ccc(C(F)(F)F)cc1[N+](=O)[O-]	4.0%
CCCOc1ccccc1/C=C1\SC(=S)NC1=O	12.0%
COc1ccc(/C=N/NC(=O)c2ccccc2O)cc1CN1C(=O)c2ccccc2C1=O	13.0%
COc1ccc2c(C)nc(Nc3nc(C)cc(=O)[nH]3)nc2c1	0.0%
Cc1ccc(/C=N/NC(=O)CCCCCCCCC(=O)N/N=C/c2ccc(C)cc2)cc1	7.0%
O=S(=O)(c1cccs1)n1cnc2ccccc21	30.0%
COc1ccc(CCNC(=O)COc2cccc(C)c2)cc1	2.0%
CCCC(=O)NC(NC(=S)Nc1cccc(Cl)c1)C(Cl)(Cl)Cl (stereo not drawn)	8.0%
COc1ccccc1NC(=O)N1CCN(c2cccc(C(F)(F)F)c2)CC1	0.0%
O=C(NC(=S)Nc1ccc(Cl)c(-c2nc3cc(Cl)ccc3o2)c1)c1ccco1	26.0%
CC1(C)C(C(=O)ON2C(=O)CCC2=O)C1(C)C	0.0%
CCN(CC)CCCNC(=O)c1ccccc1	0.0%

Structural class, the entries above with a COOH group
SMILES	RNase H inhibition
O=C(Nc1cccc(C(=O)O)c1)/C(=C\c1cccc([N+](=O)[O-])c1)NC(=O)c1ccc(Br)o1	10.0%
CC1CCc2c(sc(NC(=O)C3CC=CCC3C(=O)O)c2C(N)=O)C1 (stereo not drawn)	21.0%

More results follow.
SMILES	RNase H inhibition
O=C(NCc1ccc(Cl)cc1)C(=O)Nc1ccc([N+](=O)[O-])cc1	0.0%
CC(c1ccccc1)c1nnc(N)s1 (stereo not drawn)	3.0%
Nc1nc(CN2C(=O)c3ccccc3C2=O)cs1	2.0%
C=CCOC(=O)C1=C(C)NC(=O)NC1c1ccc(O)c(OC)c1 (stereo not drawn)	13.0%
CCCCCC(=O)NC(CC)C(=O)O (stereo not drawn)	0.0%
COc1ccc(C2CC(C(F)(F)F)n3nc(C(=O)N4CCN(c5ccc(F)cc5)CC4)c(Cl)c3N2)cc1 (stereo not drawn)	6.0%
COc1ccc(N(CC(O)Cn2c3ccccc3c3ccccc32)S(C)(=O)=O)cc1 (stereo not drawn)	16.0%
O=C(Nc1nnc(CSc2ccc(Cl)cc2)s1)Nc1ccccc1F	12.0%
Cc1ccc(S(=O)(=O)N2CCCC2C(=O)Nc2nccs2)cc1 (stereo not drawn)	8.0%
COc1ccc(C(=O)COc2cc3oc(=O)c4c(c3cc2Cl)CCCC4)cc1	0.0%
O=C(O)CCCNC(=O)c1cncc(Br)c1	8.0%
COC(=O)c1ccc(N(Cc2ccc(Cl)cc2)S(C)(=O)=O)cc1	12.0%
COc1ccc(N(CC(=O)Nc2cccc(Cl)c2)S(=O)(=O)c2ccc(C)cc2)c(OC)c1	1.0%
Cc1ccc(S(=O)(=O)N(CC(=O)Nc2ccc(F)cc2)c2ccc(Cl)cc2)cc1	18.0%
O=[N+]([O-])c1ccc(N2CCN(S(=O)(=O)Cc3ccccc3)CC2)c(Cl)c1	11.0%
CCN1C(=O)CC(N2CCN(C(c3ccccc3)c3ccccc3)CC2)C1=O (stereo not drawn)	2.0%
CC1(C)CC(=O)C(C=NCc2ccc(Cl)c(Cl)c2)=C(O)C1	0.0%
COc1cc(C=O)ccc1OCCOc1c(C)cc(C)cc1Br	11.0%
CCN(CC)CCn1c(=N)n(CC(=O)c2ccc(-c3ccccc3)cc2)c2ccccc21	30.0%
Cc1ccc(NC(=O)C(=O)NCCCOC(C)C)c(C)c1	0.0%
NC(=O)C(=O)Nc1ccc(Oc2ccccc2)cc1	23.0%
COC(=O)c1cc(-c2ccc(Br)cc2)nc2ccccc12	9.0%
Cc1c(NC(=O)c2nn3c(c2Br)NC(c2ccccc2)CC3C(F)(F)F)c(=O)n(-c2ccccc2)n1C (stereo not drawn)	17.0%

A stretch taken from the entries so far:
SMILES	RNase H inhibition
CCN1C(=O)CC(N2CCN(C(c3ccccc3)c3ccccc3)CC2)C1=O (stereo not drawn)	2.0%
CC1(C)CC(=O)C(C=NCc2ccc(Cl)c(Cl)c2)=C(O)C1	0.0%
COc1cc(C=O)ccc1OCCOc1c(C)cc(C)cc1Br	11.0%
CCN(CC)CCn1c(=N)n(CC(=O)c2ccc(-c3ccccc3)cc2)c2ccccc21	30.0%
